# EP2 mod: modulators of human EP2 prostaglandin E2 receptor; 260,000 tested, 0.83% active; EP2-expressing cells, cAMP HTRF FRET, PGE2 co-stimulation; P43116; AID 940; induction, % at 25 µM;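 active = compounds whose cAMP rise, as percent of the full-agonist control response, exceeds 60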;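 note: rat C6 glioma line stably carrying human EP2 under a CMV promoter; the protocol text gives 20 µM as final concentration; 100% = response of wells given 1 µM PGE2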
# Target sequence (P43116 whole entry, looked up): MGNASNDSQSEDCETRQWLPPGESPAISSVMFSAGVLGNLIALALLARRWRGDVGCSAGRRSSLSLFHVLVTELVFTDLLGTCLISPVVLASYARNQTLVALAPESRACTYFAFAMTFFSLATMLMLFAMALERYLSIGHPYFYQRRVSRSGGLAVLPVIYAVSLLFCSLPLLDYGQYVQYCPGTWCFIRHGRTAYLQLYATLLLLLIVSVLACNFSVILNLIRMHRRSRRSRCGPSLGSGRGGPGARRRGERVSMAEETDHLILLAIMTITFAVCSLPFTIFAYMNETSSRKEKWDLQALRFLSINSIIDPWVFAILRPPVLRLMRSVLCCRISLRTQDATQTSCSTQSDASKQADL
# PGE2 EP2 inh: inhibitors of human EP2 prostaglandin E2 receptor. P43116. C6 glioma cells expressing human EP2, cAMP TR-FRET; cells stimulated with saturating PGE2. inhibition, % at 25 µM. 260,000 tested, 0.52% active;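 active = percent inhibition above 40 after rounding to a whole number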;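 note: rat C6 glioma host cells with rolipram phosphodiesterase inhibitor present; the protocol text gives 20 µM as final concentration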
# PPC-1+TRAIL kill: PPC-1 cancer cell killing with TRAIL present; AID 1443; 220,000 tested, 0.41% active; PPC-1 cells + TRAIL, ATPLite viability luminescence; cell killing (% activity), % at 4 µM;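 active = cell killing above 50% in the first pass at 4 µM, then a duplicate retest at 5 µM averaging 50% or more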;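 note: plate controls were cells with TRAIL plus DMSO for no effect and medium-only wells lacking cells for full effect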
# zfTRPN1 agonist: agonists of zebrafish TRPN1 channel; activation, % at 3 µM; 220,000 tested, 0.18% active; HEK293 zebrafish TRPN1-YFP, Fluo-8 calcium fluorescence; 100% = response to 87 µM carbachol;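 active = activation above its plate's cutoff, the mean activation of test wells on that plate plus 3 SD, cut at about 19% in these data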;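 note: 0% = DMSO alone and 100% = 87 µM carbachol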
#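 Material – zebrafish TRPN1-YFP in HEK293 cells · Doses – 3 µM single point · Schedule – dye 1 h 37 °C plus 30 min RT · Signal – Fluo-8 calcium fluorescence, excitation 470-495 nm, emission 515-575 nm · Read-out – % activation versus carbachol response · Control set – carbachol high, DMSO low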
# TRPML3 agonist: activates the human TRPML3 channel | AID 1448 | 220,000 tested, 0.29% active | HEK293 TRPML3-YFP, Fluo-8 calcium fluorescence; 100% = the carbachol control signal | activation, % at 3 µM;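 active = activation above its plate's cutoff, the mean activation of the plate's test wells plus 3 SD, cut at about 12% in these data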;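 note: 0% = DMSO only wells and 100% = carbachol wells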
# Target sequence (Q8TDD5 whole entry, looked up): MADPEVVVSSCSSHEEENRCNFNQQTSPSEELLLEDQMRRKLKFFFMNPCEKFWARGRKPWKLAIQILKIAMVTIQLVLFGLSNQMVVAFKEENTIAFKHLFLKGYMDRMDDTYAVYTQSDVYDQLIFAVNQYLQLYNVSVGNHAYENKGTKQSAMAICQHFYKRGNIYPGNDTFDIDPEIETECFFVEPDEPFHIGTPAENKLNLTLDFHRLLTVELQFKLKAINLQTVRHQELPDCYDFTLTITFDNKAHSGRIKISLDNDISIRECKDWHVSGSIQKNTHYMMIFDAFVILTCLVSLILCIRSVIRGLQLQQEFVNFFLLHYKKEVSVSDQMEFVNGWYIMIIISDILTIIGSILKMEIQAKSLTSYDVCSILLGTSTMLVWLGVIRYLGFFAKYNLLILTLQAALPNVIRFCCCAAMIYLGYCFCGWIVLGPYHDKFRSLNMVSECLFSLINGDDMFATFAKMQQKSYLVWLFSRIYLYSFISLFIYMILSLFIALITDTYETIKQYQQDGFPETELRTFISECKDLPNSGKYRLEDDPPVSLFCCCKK
#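 Test system – HEK293 line with stable expression of human TRPML3-YFP channel · Control set – carbachol 87 µM final as high control (100%), DMSO as low control (0%) · Signal – Fluo-8 calcium dye fluorescence, ex 470-495, em 515-575 nm · Incubation – 1-h 37 °C dye load, 5-s basal, 120-s post-compound reads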
# NPY Y1 blocker: NPY-Y1 (human) receptor antagonism; HEK293-CNG Y1 cells, membrane potential fluorescence; NPY at EC95, then isoproterenol; inhibition, % at 3.6 µM; 200,000 tested, 1% active; AID 1040;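 active = inhibition above the campaign mean inhibition of all tested compounds plus 3 SD, cut at about 20% in these data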;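 note: 0% = DMSO wells given NPY plus isoproterenol and 100% = isoproterenol alone without NPY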
#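 Material: HEK293 cells co-expressing NPY Y1 receptor and cyclic-nucleotide gated channel. Timing: compound incubation 1 h at room temperature, readout 45 min post-stimulation. Signal: fluorescence, membrane potential probe.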
# 14-3-3 Bad PPI: disrupts binding of bovine 14-3-3 zeta to phospho-Bad peptide. P63103. TR-FRET 14-3-3zeta/Dy647-pBad peptide displacement, 1 h. inhibition, % at 21.7 µM. 220,000 tested, 0.71% active. AID 781;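 active = inhibition above about 70%, limit read from the data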;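 note: 0% = full 14-3-3 plus peptide FRET controls and 100% = background without 14-3-3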
# CHOP inh: CHOP inhibition in unfolded protein response; inhibition, % at 10 µM; CHO-K1 CHOP-promoter luciferase, tunicamycin-induced, 15-18 h; 220,000 tested, 3.8% active;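 active = compounds that reduced the stress-induced luciferase reporter signal by more than about 70% of percent inhibition, limit read from the data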;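 note: 0% = tunicamycin plus vehicle and 100% = wells without tunicamycin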
# NPY-Y1 PAM-ag: potentiates or activates human NPY-Y1 receptor; 220,000 tested, 0.37% active; P25929; activation, % at 3.6 µM; NPY-Y1 expressing cells, potentiator/agonist activation; in the data active = activation above about 33%, passing the limit was not always enough;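 note: cells stimulated with NPY at EC10 then isoproterenol at EC100; 0% = low agonist plus stimulus and 100% = saturating agonist plus stimulus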
# The depositor's hits bear a star; · = no result given; & = joins results of further samples; [ ] = dose if it differs, or a comment.
# Screens in order: TRPML3 agonist, CHOP inh, zfTRPN1 agonist, 14-3-3 Bad PPI, NPY-Y1 PAM-ag, EP2 mod, PPC-1+TRAIL kill, NPY Y1 blocker, PGE2 EP2 inh
1. S=C(NCc1ccc(Cl)cc1)N1CCN(c2ccccn2)CC1
    0.9, 1, -0.4, 4, -16, -67, 32, 8, 12
2. Cc1ccc2ccccc2c1NC(=O)Cn1nnc(-c2cccnc2)n1
    -0.1, 9, 0.1, -12, 24, -33, ·, 6, 9
3. Cc1cc(NC(=O)CCCS(=O)(=O)c2nc(-c3cccs3)cc(C(F)(F)F)n2)no1
    0.5, ·, 0.6, -6, -73, 26, -34, 3, 12
4. CC(=O)c1sc2ccccc2c1OC(=O)c1ccco1
    -0.9, 67, -1.2, 3, -10, 38, 13, -2, ·
5. Nc1cc(C(=O)O)ccc1Sc1ccccc1C(=O)O
    0.5, 2, 0.2, 10, -1, 11, 20, -5, 3
6. N=C1C(c2ccccc2)=C(O)CN1c1cccc(O)c1
    0.7, 19, -0.1, -12, -7, 12, 13, -5, 3
7. COc1ccc(C2(CNC(=O)c3ccco3)CCOCC2)cc1
    0.8, 4, -0.4, -14[fluorescence artefact?], 2, 1, 6, 6, 5
8. CCOC(=O)c1c(C)nn(-c2ccc(NC(=O)/C=C/C(=O)O)cc2)c1C
    0.2, 20, -0.1, -2, -13, 33, -5, ·, 6
9. COc1ccc(/C=C/C(=O)Nc2cccc(F)c2)cc1S(=O)(=O)N1CCOCC1
    1.9, -27, 3.0, 0, -3, -17, 21, 2, 6
10. COC(=O)c1cc(-c2cccs2)nn1-c1ccccc1
    -0.6, 27, -0.4, -23, -2, 19, 11, -5, 7
11. CC(C)(C)n1ncc2c(=O)n(CC(=O)NC3CCCCC3)cnc21
    0.6, -31, -0.4, 5, -10, 1, 13, -3, 15
12. CCNc1nc(SCCOc2ccc(Br)cc2)nc(N(C)C)n1
    1.0, 40, 0.3, -15, -23, -6, 5, 16, 5
13. CN(C1CCCCC1)S(=O)(=O)c1ccc(Cl)c(C(=O)O)c1
    0.6, 2, -0.2, 2, 8, -10, -8, 2, 5
14. CC(C)C(=O)NC(NCC1CCCO1)C(Cl)(Cl)Cl (centres undefined)
    -0.5, 3, -0.8, 8, -9, 4, -1, -2, 10
15. COC(=O)CCc1sc(NC2CCCCC2)nc1-c1ccc(OC)cc1
    0.0, 5, 0.3, 11, 13, 47, 25, 0, 5
16. O=C1NC[C@H](c2ccccc2)N(CC2CCCCC2)C1=O
    ·, -6, ·, -2, ·, 12, 12, ·, 16
17. O=C(CSc1nnc(-c2ccc(Cl)cc2)n1CC1CCCO1)NC1CCS(=O)(=O)C1 (centres undefined)
    0.7, 6, 0.8, -1, 8, 21, ·, -6, 7
18. O=C(Nc1cccc2nsnc12)c1cccs1
    0.1&-1.1, 10&14, 1.8&-1.8, 6&0, -2&-6, -26&16, 26&-12, 8&3, 5&6
19. COc1ccc2nc(NC(=O)C3CCN(S(=O)(=O)c4cccnc4)CC3)sc2c1
    1.5, 43, 7.0, 6, 23, -7, -22, -2, 14
20. Cc1nc(C)c(CCNC(=O)c2cccc(Cl)c2)s1
    0.4, 16, -1.2, 4, -7, 1, 4, 3, 3
21. CCOC(=O)C(CC)n1cnc2sc3c(c2c1=O)CCC3 (centres undefined)
    -0.2, -17, -0.5, 0, 7, 14, 18, 4, 9
22. COCCCn1cn[nH]c1=S
    0.8, 4, 0.7, 8, -7, 15, -6, 2, 6
23. Cc1ccc(CN2C(=O)/C(=C\c3ccc(C(=O)NCc4cccnc4)cc3)Oc3ccccc32)cc1
    -0.3, 57, 0.5, 20, -7, 85*, 5, -3, 13
24. CC1Cn2c(nnc2-c2cccc(N)c2)S1 (centres undefined)
    0.8, 29, 0.2, -4, -1, 10, 20, 7, 4
25. O=c1c2ccccc2nc2n1CCC2O (centres undefined)
    0.5, -1, 0.9, -2, 3, 6, 15, -1, 15
26. CCC1Oc2ccc(C)cc2N(CC(=O)NCc2cccc(OC)c2)C1=O (centres undefined)
    0.0, 21, -2.5, 0, -11, 14, 21, 13, 1
27. CN(C)/C=C(\C=O)c1ncc(C(F)(F)F)cc1Cl
    0.3, 15, 0.4, -6, 6, 6, 5, 0, 6
28. CCN(CC)CCOCCOc1cc(C)c(Cl)c(C)c1
    1.0, 14, -0.3, -6, -19, -32, -15, 4, 18
29. CN(CCOC(=O)/C=C/c1ccccc1)C(C)(C)C
    0.5, 17, 0.4, -16, -6, 30, 14, 4, 6
30. Cc1onc(-c2ccccc2)c1C(=O)OCC(=O)Nc1ccc2c(c1)OCO2
    -1.2, 10, -0.5, -6, -23, -21, -12, -3, 11
31. O=C(COc1ccc(Cl)cc1Cl)NCCCN1CCOCC1
    0.8, 58, 0.6, -8, 11, 2, 1, -5, 11
32. C=CCOc1nc2c(c(=O)n(C)c(=O)n2C)n1Cc1ccccc1
    0.0, 3, 3.0, -2, 10, 17, 2, ·, 8
33. CSc1ncc(Cl)c(C(=O)Nc2cccc(C)c2)n1
    -1.2, 36, -1.7, -3, -8, -2, -6, 12, 11
34. Cc1ccc(S(=O)(=O)NC2=NCCCCC2)cc1
    -0.8, -6, 0.3, 5[fluorescence artefact?], 20, 12, 24, -2, 7
35. COc1cc(CNC(C)(C)CO)cc(Br)c1OCc1ccccc1
    1.6, -12, 1.8, 2, -18, -31, 27, 17, 6
36. COc1ccc(OC(=O)CCCN2C(=O)c3ccccc3C2=O)cc1
    0.2, -12, -1.1, -7, -21, -25, 8, -7, 6
37. CCOC(=O)C1CCN(S(=O)(=O)c2cn(C)c(=O)n(C)c2=O)CC1
    0.8, 0, 0.5, -7[fluorescence artefact?], -1, 11, 32, 7, 9
38. CC1=C(C(=O)OC(C)C)C(c2cccs2)N2C(=O)CCSC2=N1 (centres undefined)
    -1.8, 31, -1.6, -3, 1, 16, 6, 11, 9
39. Cn1c(O)c(N=NC(=O)Cn2ccc(C(F)(F)F)n2)c2ccccc21
    0.1, 22, 1.0, -30, 8, 29, 27, 0, 12
40. CCOn1c(=O)c(=O)n(OCc2ccccc2)c2ccccc21
    0.2, 21, 2.2, 16, -17, -1, 16, 1, 5
41. CCC(C)(C)C1CCc2c(sc(NC(=O)c3cccs3)c2C(N)=O)C1 (centres undefined)
    0.0, 58, -0.4, -8, -10, 1, 30, 3, ·
42. COC(=O)c1ccc(CSc2nc(C)nc3sc(C)c(C)c23)o1
    0.5, 22, 0.5, 14, -11, 19, 1, 4, 8
43. CCC(=O)Nc1nc2c(OC)ccc(C)c2s1
    1.3, 17, -0.7, 4[fluorescence artefact?], 20, -3, 5, 6, 11
44. COC(=O)c1cn(NC(=O)c2ccc(OC)c(OC)c2)c(=O)c2ccccc12
    -0.1, -3, -0.7, ·, 4, 5, 11, 0, 5
45. COC(=O)/C=C/c1cnc2ccccc2c1
    0.0, -14, -2.3, -1, -3, -17, 4, -2, 4
46. COc1ccc(Cn2cc3c(-c4ccc(F)cc4)nnc-3c3cc(OC)c(OC)cc32)cc1
    -0.1, 42, 0.3, 2[fluorescence artefact?], 8, -46, 10, 7, 10
47. Cc1ccc(C(c2sc3ncnn3c2O)N2CCC(C)CC2)cc1 (centres undefined)
    0.1, 3, -0.6, 4, -6, -5, 2, -2, 8
48. CC(=O)Nc1ccc(OC(=O)COc2ccc(Br)cc2)cc1
    0.3, 0, -0.6, 1, -18, 38, 12, 2, 9
49. O=C(COc1nncc2ccccc12)NCCC1=CCCCC1
    1.5, 21, 0.9, 2, -4, -4, -6, -3, 11
50. Cn1nc(C(=O)N2CCOCC2)c([N+](=O)[O-])c1C(=O)N1CCOCC1
    0.9, -2, -0.1, -4, -3, 13, 29, -8, 10
51. O=C1CN(C(=O)c2cc3ccccc3oc2=O)C(c2ccc(F)cc2)c2cc(F)ccc2N1 (centres undefined)
    1.1, -14, 2.3, -8, -15, 24, -13, 4, ·
52. C=CCn1c(SCC(=O)NCC2CCCO2)nnc1C1CCCCC1 (centres undefined)
    -0.4, 3, 0.0, -2, -5, 1, 6, 1, 8
53. CC1CC(C)CN(c2ccc([N+](=O)[O-])cc2-c2nn[nH]n2)C1 (centres undefined)
    0.7, -13, -0.3, -5, -45, 1, 7, 1, 3
54. COc1ccc(NC(=O)Nc2ccc(Br)cn2)cc1
    1.1, 62, 0.7, -6, 11, -18, -14, -4, 6
55. CC(C)c1ccc(N2C(=O)CC(NNC(=O)c3cccnc3)C2=O)cc1 (centres undefined)
    0.1, -4, -0.1, -5, -6, -3, 8, ·, 17
56. CC(=O)Oc1ccc2ccccc2c1C(NC(=O)C(C)C)c1cccc([N+](=O)[O-])c1 (centres undefined)
    -1.5, 48, -1.0, 5, 15, 31, -17, -2, 6
57. COc1cccc(-n2c(SCC(=O)N3c4ccccc4CC3C)nnc2-c2ccco2)c1 (centres undefined)
    -0.1, 2, -1.5, 9, -1, 18&24, 10, 3, 7&7
58. CCOc1cc(/C=C2/SC(=S)N(CC(=O)O)C2=O)ccc1OC(=O)c1cccs1
    0.6, -7, 2.4, 1, -25, 11, -2, ·, 4

# Another view of four compounds above:
57	COc1cccc(-n2c(SCC(=O)N3c4ccccc4CC3C)nnc2-c2ccco2)c1 (centres undefined)
  TRPML3 agonist: -0.1 | CHOP inh: 2 | zfTRPN1 agonist: -1.5 | 14-3-3 Bad PPI: 9 | NPY-Y1 PAM-ag: -1 | EP2 mod: 18&24 | PPC-1+TRAIL kill: 10 | NPY Y1 blocker: 3 | PGE2 EP2 inh: 7&7

51	O=C1CN(C(=O)c2cc3ccccc3oc2=O)C(c2ccc(F)cc2)c2cc(F)ccc2N1 (centres undefined)
  TRPML3 agonist: 1.1 | CHOP inh: -14 | zfTRPN1 agonist: 2.3 | 14-3-3 Bad PPI: -8 | NPY-Y1 PAM-ag: -15 | EP2 mod: 24 | PPC-1+TRAIL kill: -13 | NPY Y1 blocker: 4 | PGE2 EP2 inh: ·

53	CC1CC(C)CN(c2ccc([N+](=O)[O-])cc2-c2nn[nH]n2)C1 (centres undefined)
  TRPML3 agonist: 0.7 | CHOP inh: -13 | zfTRPN1 agonist: -0.3 | 14-3-3 Bad PPI: -5 | NPY-Y1 PAM-ag: -45 | EP2 mod: 1 | PPC-1+TRAIL kill: 7 | NPY Y1 blocker: 1 | PGE2 EP2 inh: 3

31	O=C(COc1ccc(Cl)cc1Cl)NCCCN1CCOCC1
  TRPML3 agonist: 0.8 | CHOP inh: 58 | zfTRPN1 agonist: 0.6 | 14-3-3 Bad PPI: -8 | NPY-Y1 PAM-ag: 11 | EP2 mod: 2 | PPC-1+TRAIL kill: 1 | NPY Y1 blocker: -5 | PGE2 EP2 inh: 11

# Shown as a hit in EP2 mod (from the list above):
No. | mol | TRPML3 agonist | CHOP inh | 14-3-3 Bad PPI | NPY-Y1 PAM-ag | EP2 mod | NPY Y1 blocker
23 | Cc1ccc(CN2C(=O)/C(=C\c3ccc(C(=O)NCc4cccnc4)cc3)Oc3ccccc32)cc1 | -0.3 | 57 | 20 | -7 | 85* | -3

# Screens as filed in PubChem BioAssay.

# An excerpt; count on the stated rates, not on these rows.
